Assay outcomes from PubChem BioAssay.
ERp5 inh – inhibitors of human ERp5; ERp5 insulin aggregation, absorbance 650 nm, 90 min; Q15084; inhibition, % at 9.99 µM; AID 651711; 0.05% of 350,000 active;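 active = mean replicate inhibition above about 25%, with every replicate also reaching it, limit read from the data, passing the limit was not always enough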
Target sequence (Q15084 whole entry, looked up): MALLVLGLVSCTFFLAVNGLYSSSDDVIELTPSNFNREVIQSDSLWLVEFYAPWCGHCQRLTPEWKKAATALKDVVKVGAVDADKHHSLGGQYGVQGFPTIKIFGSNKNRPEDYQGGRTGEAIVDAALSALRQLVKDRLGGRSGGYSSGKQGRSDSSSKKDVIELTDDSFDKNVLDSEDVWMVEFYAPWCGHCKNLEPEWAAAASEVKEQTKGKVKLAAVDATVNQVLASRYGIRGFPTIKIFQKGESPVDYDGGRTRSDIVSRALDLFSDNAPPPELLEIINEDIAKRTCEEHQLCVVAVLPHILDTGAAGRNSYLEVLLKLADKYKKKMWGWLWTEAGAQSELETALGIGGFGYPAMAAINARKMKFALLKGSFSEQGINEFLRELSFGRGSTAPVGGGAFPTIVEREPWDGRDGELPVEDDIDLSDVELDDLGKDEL
C2C12 statin – suppression of simvastatin myotoxicity. rescue of ATP level, % at 7.49 µM. C2C12 myotubes + simvastatin, ATP luminescence, 48 h; scaled: DMSO 0, geranylgeraniol control 100. 0.78% of 330,000 active. AID 602340;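 active = mean ATP rescue above about 67%, or every replicate alone reaching that limit, limit read from the data, passing the limit was not always enough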;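 also: myotubes were challenged with 10 µM simvastatin during compound exposure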
ARNT-TACC3 inh – disruptors of human ARNT/TACC3 interaction; 0.66% of 390,000 active; inhibition, % at 9.99 µM; AID 623870; AlphaScreen His-ARNT PAS-B/GST-TACC3 binding, luminescence; TACC3 fragment carries E629A point mutation; Q9Y6A5;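 active = mean inhibition of replicates at least 50% and at least half of replicates each reaching 50%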;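 also: 0% = complete ARNT plus TACC3 wells and 100% = ARNT alone without TACC3; many hits fall short of the cut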
esBAF inh – SWI/SNF esBAF complex inhibition; mouse ES cells, Bmi1-luciferase knock-in reporter, 24 h; 100% = twice the neutral-well signal; reporter increase, % at 12.5 µM; 2% of 350,000 active; AID 602393; in the data active = activation above about 40%;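 also: 0% = median of the plate's neutral control wells and 100% = double that signal; a rise in the Bmi1 reporter signal indicates esBAF inhibition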
Cneo AK release – Cryptococcus neoformans lysis via adenylate kinase release | C. neoformans lysis, adenylate kinase release luminescence, 4 h; normalised: neutral wells 0, clomiphene wells 100 | 0.2% of 360,000 active | lysis activity, % at 15 µM | AID 651654;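 active = mean lysis activity across replicates of at least 80%, whatever share of replicates individually reach that level; inactive = mean lysis activity below 80%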
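read-out = cell lysis signal | test system = log-phase Cryptococcus neoformans yeast cells | input = cells at 5 × 10^6 per mL | medium = fresh YPD growth medium | signal = luminescent adenylate kinase detection reagent | timing = 4 h at 37 °C static, read 1 h later | dosing = single dose | controls = Clomiphene as positive lysis control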
SIRT5 block – blocks human SIRT5 desuccinylation of peptide; inhibition, % at 15 µM; 1.1% of 330,000 active; AID 652115; Purified SirT5, succinyl-peptide AMC, trypsin-coupled fluorescence; in the data active = inhibition above about 15%
Target sequence (Q9NXA8 whole entry, looked up): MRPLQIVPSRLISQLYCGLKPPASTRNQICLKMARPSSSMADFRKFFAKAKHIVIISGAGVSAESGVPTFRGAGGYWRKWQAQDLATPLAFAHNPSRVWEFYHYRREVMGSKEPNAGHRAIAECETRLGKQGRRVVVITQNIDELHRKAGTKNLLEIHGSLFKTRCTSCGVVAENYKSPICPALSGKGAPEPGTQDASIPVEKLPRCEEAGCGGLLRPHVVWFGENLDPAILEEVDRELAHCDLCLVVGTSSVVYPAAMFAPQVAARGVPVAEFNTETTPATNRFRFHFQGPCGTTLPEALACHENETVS
miR-122 sensor – blocks miR-122 activity in Huh7 sensor cells; Huh7 miR-122 Renilla luciferase sensor, 48 h; neutral wells = 0, positive control = 100; activation (reporter increase), % at 12.5 µM; 0.3% of 340,000 active; AID 602342;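 active = mean replicate activation score at least 90 and every replicate individually at or above 90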;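 also: higher luciferase means less miR-122 activity so hits act as miR-122 inhibitors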
Active calls of the source: *; . = no result given; [ ] = another dose, or the depositor's remark.

SMILES	ERp5 inh	C2C12 statin	ARNT-TACC3 inh	esBAF inh	Cneo AK release	SIRT5 block	miR-122 sensor
O=C(Cn1cnc2c(OCc3ccccc3)ncnc21)NCCCN1CCCC1=O	-6.9	-6.0	-0.5	3.9	1.9	-0.9	-1.8
CN1CCc2nc(SCCOc3ccccc3)c(C#N)cc2C1	.	7.6	5.3	29.2	2.3	.	4.2
O=C1CSC(=S)N1N=Cc1c(F)cccc1Cl	16.4	.	.	.	2.7	-3.6	.
Cc1ccc(NC(=S)NCCc2ccccc2)nc1	6.2	.	-26.8	.	.	-2.3	.
Cc1cc(C)c2c(c1)OC(=O)CC2c1ccccc1C (stereo not drawn)	-0.2	2.7	3.5	0.3	1.7	-0.9	10.7
O=C(CN1CCc2ccccc2C1)Nc1ccc(F)cc1	0.6	-6.3	0.1	1.7	0.6	-4.8	9.3
c1cncc(-c2ccc3ncnc(NCc4cccs4)c3c2)c1	4.3	-27.1	2.6	-3.5	0.9	-0.4	-10.1
CCCCc1ccc(NC(=O)C2CCN(S(C)(=O)=O)CC2)cc1	.	-23.6	-4.3	-1.9	-1.4	.	0.6
COc1cc2c(cc1NC(=O)CSCC(=O)O)oc1ccccc12	.	-8.9	.	-4.8	-0.6	.	0.6
O=C(Nc1ccc(Cl)c(Cl)c1)N[C@H]1CC[C@H](CCNC(=O)c2ccc(F)cc2)O[C@H]1CO	-1.1	11.0	.	-8.0	-2.2	1.8	5.1[16.7 µM]
O=C(Nc1ccccc1N1CCOCC1)C1=NN(c2ccccc2)C(=O)CC1	4.5	-4.2	6.3	5.3	-1.0	1.8	-9.0
C[C@H](NC(=O)C[C@H]1CC[C@H]2[C@@H](COC[C@@H](O)CN2C(=O)Nc2cccc(Cl)c2)O1)c1ccccc1	.	-32.1	-0.8	9.1	-8.0	.	4.1[16.7 µM]
COc1ccc(CC(=O)Nc2ccc(/C(C)=N/NC(=O)c3cccc([N+](=O)[O-])c3)cc2)cc1	.	-49.0	-2.1	16.3	-5.2	.	-0.1
CNc1nc(N)c([N+](=O)[O-])c(NCC2CCCO2)n1 (stereo not drawn)	-6.5	-0.3	-4.3	-3.1	.	0.4	-3.1
CC(=O)Nc1cccc(-c2ccnc3c2CC(C)(C(=O)Nc2ccc(Cl)c(C(F)(F)F)c2)O3)c1 (stereo not drawn)	-6.5	80.5*	.	13.2	-2.0	0.8	1.0
COc1ccc(S(=O)(=O)N(C)C[C@@H]2OCCCC[C@@H](C)Oc3ccc(NC(=O)c4ccccc4)cc3C(=O)N([C@@H](C)CO)C[C@H]2C)cc1	-2.2	.	6.1	0.3	-2.9	0.4	-6.5[16.7 µM]
COc1ccc(C2=NOC(Cn3c(Cc4ccc(Cl)cc4)nc4c3c(=O)n(C)c(=O)n4C)C2)cc1 (stereo not drawn)	.	7.5	-0.3	5.7	-3.7	.	.
C[C@@H]1CCCCO[C@H](CN(C)C(=O)Cc2ccccc2)[C@H](C)CN([C@@H](C)CO)C(=O)c2cc(NS(C)(=O)=O)ccc2O1	.	1.6	.	-1.6	.	.	-4.6[16.7 µM]
Cc1cc(CNC(=O)COc2cc(F)ccc2[N+](=O)[O-])c2ccccc2n1	-1.4	2.4	-3.8	8.2	-3.0	1.5	-4.1
COc1ccc(C(=O)C2CCCN(C(=O)COc3ccc(C(C)=O)cc3)C2)cc1F (stereo not drawn)	1.9	.	-5.2	.	.	-3.9	.
COc1cc(/C=C(\C#N)C(=O)c2c[nH]c3ccccc23)cc(OC)c1O	-6.6	0.3	-1.5	1.2	-0.5	-0.8	3.8
CCOC(=O)N1CCN(CCC(=O)Nc2cc(OC)cc(OC)c2)CC1	.	5.7	25.7	-4.1	-0.3	.	.
O=S1(=O)C=CC(c2ccccc2)C1 (stereo not drawn)	0.1	-1.5	-0.2	-3.1	-5.6	1.6	-0.7
O=C(Nc1ccccc1)C1Cc2c(-c3ccco3)ccnc2O1 (stereo not drawn)	-2.1	20.8	.	-3.1	-0.6	-1.2	-0.2
O=C(CNC(=S)N(Cc1ccccc1)Cc1cccnc1)N1CCOCC1	-1.8	.	-1.5	.	-2.7	0.2	.
CC1CCCN(C2(O)C(=O)Nc3ccc(Cl)cc32)C1 (stereo not drawn)	-1.9	3.3	6.9	-6.1	.	0.8	.
Cc1ccc(OCCCC(=O)NC2CCCCC2)cc1	0.6	4.0	-4.6	-6.9	1.0	2.6	-8.7
COc1ccc(/C=C(/C(=O)Nc2ccccc2C(=O)NC(C)C)c2ccccc2)cc1	.	3.2	-11.7	-9.3	-0.8	.	-13.7
CCCN(CC1CC1)C(=S)Nc1ccccc1F	-1.3	-7.0	.	1.1	-1.4	0.8	-2.3
Nc1nc2c(ncn2[C@@H]2O[C@H](CNS(=O)(=O)N3CCc4ccccc4C3)[C@@H](O)[C@H]2O)c(=O)[nH]1	3.6	-5.0	.	5.6	-0.2	2.8	2.6

Grouped by structure, those above containing a cyano group (2)
SMILES	ERp5 inh	C2C12 statin	ARNT-TACC3 inh	esBAF inh	Cneo AK release	SIRT5 block	miR-122 sensor
CN1CCc2nc(SCCOc3ccccc3)c(C#N)cc2C1	.	7.6	5.3	29.2	2.3	.	4.2
COc1cc(/C=C(\C#N)C(=O)c2c[nH]c3ccccc23)cc(OC)c1O	-6.6	0.3	-1.5	1.2	-0.5	-0.8	3.8

Next structures:
SMILES	ERp5 inh	C2C12 statin	ARNT-TACC3 inh	esBAF inh	Cneo AK release	SIRT5 block	miR-122 sensor
CN(C)c1nnc(-c2ccc(Cl)cc2)o1	2.1	.	-13.1	.	.	-7.0	.
O=S(=O)(Nc1cccc(S(=O)(=O)N2CCCCCC2)c1)c1ccc(F)cc1F	6.6	-1.7	-13.1	5.2	.	-1.5	-2.9
CC(NC(=O)c1ccc2c(=O)n3c(nc2c1)CCC3)c1ccc(S(N)(=O)=O)cc1 (stereo not drawn)	-5.9	.	-2.6	.	.	-3.9	.
CC(C)CCN1CCN(C2CSCCSC2)CC1CCO (stereo not drawn)	1.8	-0.4	18.3	-0.9	1.9	0.2	14.8
COC(=O)CSc1nnc(-c2ccc(S(=O)(=O)N3CCC(C)CC3)cc2)o1	.	5.3	.	-0.5	-0.8	.	-2.3
O=C(Nc1ccccc1)N1CCCCN2[C@H](CO)[C@H](c3ccc(-c4ccccc4)cc3)[C@@H]2C1	2.5	.	-4.2	.	7.9	0.4	12.2[16.7 µM]
COC(=O)c1cc(NS(=O)(=O)c2ccc(NC(C)=O)cc2)cc(C(=O)OC)c1	.	-7.4	4.3	4.0	-2.7	.	-4.5
C[C@H](CO)N1C[C@H](C)[C@@H](CN(C)C(=O)c2ccccc2)Oc2cc(/C=C/c3ccccc3)ccc2S1(=O)=O	4.5	-1.2	0.7	5.2	-2.0	2.0	17.0[16.7 µM]
CN(C)CCC(=O)c1ccc2c(c1)OCO2	.	.	2.2	-9.8	10.3	.	-4.2
O=C1CC(NS(=O)(=O)c2cccnc2)CN1c1ccccc1 (stereo not drawn)	0.0	9.7	.	-6.6	0.3	2.1	-2.6
CCOc1ccc2nc(Cl)c(C3CC(c4ccccc4)=NN3C(=O)c3cccs3)cc2c1 (stereo not drawn)	3.6	.	11.5	.	.	-1.6	.
O=C(CN1C(=O)NC2(CCCCCC2)C1=O)Nc1ccc(S(=O)(=O)N2CCOCC2)cc1	1.2	-0.2	14.2	-12.7	0.4	0.8	.
Cc1ccc(NC(=O)CCn2cc(C(F)(F)F)ccc2=O)cc1	14.1	.	.	.	-0.1	-3.1	3.5
Cn1cnc(CCNC(=O)C[C@H]2CC[C@@H]3[C@H](COC[C@@H](O)CN3C(=O)C3CCCC3)O2)c1	5.3	-30.1	5.9	0.9	-2.3	-0.2	1.1[16.7 µM]
CNC(=S)N(CCc1c(C)[nH]c2ccccc12)Cc1cc(OC)c(OC)c(OC)c1	-2.2	12.7	4.2	6.8	-1.9	-1.0	3.9
COc1ccc(NC(=O)C2=C(C)NC(=S)NC2c2ccc(O)c(OC)c2)cc1 (stereo not drawn)	0.1	.	0.4	.	.	-1.1	.
C[C@@H](O)C#Cc1cnc2c(c1)C(=O)N([C@@H](C)CO)C[C@H](C)[C@@H](CN(C)C(=O)CN1CCOCC1)O2	3.6	-20.1	-0.9	1.3	61.9	1.2	-2.0[16.7 µM]
CCCCN1C(=O)/C(=C/C=C2\SCCN2C)SC1=S	2.0	.	4.2	.	.	5.0	.
COc1ccc(-c2cnc3c(c2)C(=O)N([C@@H](C)CO)C[C@@H](C)[C@H](CN(C)C(=O)Cc2ccncc2)O3)cc1	-7.1	18.2	-0.1	-1.2	0.7	-2.6	-11.4[16.7 µM]
COc1ccc(C)cc1S(=O)(=O)N1c2ccc(C)cc2C2CN(C)CCC21 (stereo not drawn)	7.3	12.8	5.2	-3.1	3.9	-0.2	-2.8
CC1(C)CC(=O)C=C(c2ccccc2CO)C1=O	6.8	0.1	.	-2.8	0.0	3.1	-3.5
O=C(O)CCSc1nc2ccccc2s1	.	11.3	3.4	-54.2	-0.7	.	-12.1
COCC(=O)N1CC[C@@H]2[C@@H](CO)N(C)c3ccc(-c4ccc(F)cc4)cc3[C@@H]21	.	-4.1	5.6	-0.2	-3.6	.	-1.2[16.7 µM]
COc1cccc(OC)c1C(=O)Nc1ccc(C(=O)NCc2ccccc2)cc1	0.6	3.1	-0.6	0.5	-2.2	-2.4	.
COC(=O)c1ccc(NC(=O)c2nc(S(=O)(=O)Cc3cccc(C)c3)ncc2Cl)cc1	5.7	20.8	1.0	-73.0	-2.6	-1.0	3.6
CCOc1ccc(OCCN2C(=O)c3ccccc3C2=O)cc1	4.3	-1.8	.	62.9*	-0.1	-1.2	-1.0
COc1nc(N)nc2nc[nH]c12	3.8	2.7	-2.1	-1.8	-2.0	1.1	-2.8
Cc1nnc(SCC(=O)Nc2nccs2)s1	.	-3.6	-25.8	-7.6	0.7	.	-9.7
CC1(c2ccccc2Cl)NC(=O)N(CC(=O)Nc2cccnc2Cl)C1=O (stereo not drawn)	-0.7	10.6	-1.5	0.4	-3.3	2.4	-4.0
Cc1ccc(S(=O)(=O)N(C)c2ccccc2)cc1	.	6.3	-0.6	10.1	-0.7	.	-0.8
CCC1CCCCN1C(=O)N[C@@H](CCSC)C(=O)OC (stereo partly drawn)	.	2.3	-6.6	12.7	11.4	.	.
C[C@@H]1CCCCO[C@@H](CN(C)C(=O)Nc2ccc(C(F)(F)F)cc2)[C@H](C)CN([C@@H](C)CO)C(=O)c2cc(NS(C)(=O)=O)ccc2O1	-1.3	.	-4.0	4.2	2.9	3.9	-1.7[16.7 µM]
CC(=O)N1CCN(CCN=CC2=C(O)CC(c3ccco3)CC2=O)CC1 (stereo not drawn)	.	4.8	23.3	-5.2	0.1	.	3.6
C[C@H]1CN([C@@H](C)CO)S(=O)(=O)c2ccc(C3=CCCCC3)cc2O[C@H]1CN(C)C(=O)C1CCC1	10.9	14.3	1.2	5.9	8.5	4.5	2.0[16.7 µM]
COc1ccccc1C(=O)NC(=O)OCCn1c(C)cnc1[N+](=O)[O-]	-1.4	.	0.3	.	.	0.6	.
CCCn1c(C)nc2cc(Cl)c(N3CCN(c4nc(-c5ccc(C)cc5)cs4)CC3)cc21	-2.0	-6.7	-2.0	0.5	0.5	.	-2.1
Cc1ccc(-c2nnn(CC(=O)N(CC(=O)NCc3ccccc3)c3cccc(C)c3C)n2)o1	.	14.7	-0.1	-0.7	-1.8	.	8.0
COc1ccc(OCCC(=O)OCC(=O)NC(=O)NC(C)(C)C)cc1	-5.2	12.7	-3.7	-4.0	-1.0	4.1	0.5

Sorted by the number under miR-122 sensor (smallest number first): four of the compounds above
| SMILES | miR-122 sensor |
| --- | --- |
| c1cncc(-c2ccc3ncnc(NCc4cccs4)c3c2)c1 | -10.1 |
| COC(=O)CSc1nnc(-c2ccc(S(=O)(=O)N3CCC(C)CC3)cc2)o1 | -2.3 |
| CC(=O)N1CCN(CCN=CC2=C(O)CC(c3ccco3)CC2=O)CC1 (stereo not drawn) | 3.6 |
| O=C(CN1CCc2ccccc2C1)Nc1ccc(F)cc1 | 9.3 |
